A549 tox – A549 cytotoxicity, counter-screen for Nrf2 inhibitors; A549 ARE-Fluc cells, CellTiter-Fluor viability, 18-24 h; Potency, µM (series often up to 46 µM), for inactives: at the top dose activity change, negative = cytotoxicity, usual class: inhibitors; 390,000 compounds, 0.16% hits; note: potency is the fitted concentration of half-maximal effect; % is set by controls: 0 for no effect and ±100 for the full control effect
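Cytotoxicity counterscreen: CellTiter-Fluor fluorescence was measured in A549 ARE_Fluc cells after 18-24 h of compound exposure in a concentration series. The subsequent BugLite luminescent read reports ARE-luciferase activity.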
Nrf2 block – Nrf2 pathway inhibition. A549 ARE-Fluc reporter, luciferase luminescence, 18-24 h. Potency, µM (doses to about 46 µM), without a hit: at the highest dose activity change, negative = inhibition, actives largely listed as inhibitors. 360,000 compounds, 2.1% hits. AID 504444; note: potency is the fitted concentration of half-maximal effect; % is set by controls: 0 for no effect and ±100 for the full control effect; nearly all actives have a fitted effect of over 60% in size
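Two sequential reads on A549 ARE_Fluc cells exposed to compound for 18-24 h: a CellTiter-Fluor fluorescence read for viability, then a luciferase luminescence read for Nrf2/ARE activity.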
EPAC2 agonist – agonists of human EPAC2 (RAPGEF4); EPAC2 activation, biochemical qHTS; response scale: 100% = 6.5 mM cAMP response; Potency, µM (titrated, usually from 154 µM), without a hit: at the highest dose activation, usual class: activators; 360,000 compounds, 0.079% hits; AID 720711; note: potency is the fitted concentration of half-maximal effect; nearly all actives have a fitted effect of over 50% in size
Target sequence (Q8WZA2 whole entry, looked up): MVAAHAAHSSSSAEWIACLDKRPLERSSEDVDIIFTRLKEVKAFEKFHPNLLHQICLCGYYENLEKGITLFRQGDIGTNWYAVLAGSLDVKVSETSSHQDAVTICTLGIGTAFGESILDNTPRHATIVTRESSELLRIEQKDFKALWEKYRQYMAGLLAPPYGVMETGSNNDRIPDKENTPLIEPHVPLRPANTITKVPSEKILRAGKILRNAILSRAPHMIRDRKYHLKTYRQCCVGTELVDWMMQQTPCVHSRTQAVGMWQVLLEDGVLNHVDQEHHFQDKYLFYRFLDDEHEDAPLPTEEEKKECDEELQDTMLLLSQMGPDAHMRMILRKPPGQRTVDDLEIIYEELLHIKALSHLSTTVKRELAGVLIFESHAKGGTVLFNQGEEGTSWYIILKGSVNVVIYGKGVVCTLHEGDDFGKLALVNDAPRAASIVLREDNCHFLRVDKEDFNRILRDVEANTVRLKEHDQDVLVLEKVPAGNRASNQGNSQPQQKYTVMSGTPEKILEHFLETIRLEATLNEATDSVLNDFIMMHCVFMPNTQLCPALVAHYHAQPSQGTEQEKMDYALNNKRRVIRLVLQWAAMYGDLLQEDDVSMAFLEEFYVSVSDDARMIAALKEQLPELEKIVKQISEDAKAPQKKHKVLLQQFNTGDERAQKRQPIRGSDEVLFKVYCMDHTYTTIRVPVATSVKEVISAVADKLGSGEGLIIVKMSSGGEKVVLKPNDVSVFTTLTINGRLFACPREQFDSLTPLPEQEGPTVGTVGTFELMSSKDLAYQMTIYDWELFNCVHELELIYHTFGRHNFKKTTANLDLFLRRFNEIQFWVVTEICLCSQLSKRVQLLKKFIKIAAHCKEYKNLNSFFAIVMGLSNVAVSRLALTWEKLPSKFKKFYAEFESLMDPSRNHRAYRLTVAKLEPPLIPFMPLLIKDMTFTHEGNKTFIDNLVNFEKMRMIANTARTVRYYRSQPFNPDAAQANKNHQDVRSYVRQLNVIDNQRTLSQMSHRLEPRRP
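Exchange assay: 100 nM EPAC2 with 250 nM Rap1B-BODIPY-GDP and 50 uM GDP. Fluorescence (ex 480/em 540 nm) read every 5 min for 30 min at room temperature. Data normalized to 6.5 mM cAMP as agonist control.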
TGFb SMAD3 inh – inhibitors of TGF-b signaling; AID 588855; 410,000 compounds, 1.2% hits; HepG2 CAGA-GFP TGF-b/SMAD3 reporter, GFP fluorescence, 18 h; TGF-beta stimulated, 500 pg/mL final; Potency, µM (doses to about 46.1 µM), inactives show top-dose activity, negative = inhibition, usual class: inhibitors; note: potency is the fitted concentration of half-maximal effect; % is set by controls: 0 for no effect and ±100 for the full control effect; nearly all actives have a fitted effect of over 65% in size
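Per well, imaged GFP fluorescence of HEPG2 CAGA-GFP cells gives the signal; cells get compound, then TGF-beta (500 pg/mL final), 18 h at 37 degrees C; %Activity versus -TGF-beta and +DMSO controls.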
Nrf2 activator – activates Nrf2 signaling. Potency, µM (top dose mostly 46.1 µM), for inactives: top-dose activation, most hits filed as activators. 410,000 compounds, 0.31% hits. AREc32 ARE-luciferase reporter (MCF7-derived line), luminescence, 24 h; note: potency is the fitted concentration of half-maximal effect; % of control where 0% means no effect; nearly all actives have a fitted effect of over 65% in size
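For detection, Steady-Glo was added and plates sat 30 min at RT; before that, AREc32_Fluc cells grown overnight in OPTI-MEM/5% FBS had been treated with 23 nL compound for 24 hr at 37 deg C.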
CCT chaperon mod – modulators of cytosolic chaperonin (CCT/TRiC) activity; purified chaperonin ATPase assay, HTRF ADP detection, 30 min; activity change, % (no concentration beside the values), hits read low; 360,000 compounds, 0.3% hits; AID 651819; in the data active = activity change below about -30%; note: % is set by controls: 0 for no effect and ±100 for the full control effect
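Nucleotide hydrolysis assay: TRiC at 20–40 nM final (set by batch activity) with 10 uM ATP, 30 min at 37 °C, in presence of 76 uM compound. Detection by competitive ADP HTRF, 30 min ambient.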
MmCpn inh – inhibitors of Methanococcus maripaludis chaperonin (MmCpn). purified Mm-Cpn ATPase, ADP Transcreener TR-FRET. Potency, µM (highest dose often 76.9 µM), for inactives: top-dose activity, negative = inhibition, most hits filed as inhibitors. 330,000 compounds, 0.031% hits; note: potency is the fitted concentration of half-maximal effect; % is set by controls: 0 for no effect and ±100 for the full control effect; nearly all actives have a fitted effect of over 80% in size
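TR-FRET (320 nm excitation; 590 and 665 nm emission) reports ADP made from 10 uM ATP by 25 nM enzyme; compounds were preincubated 10 min, reaction run 30 min, both at 37°C.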
EPAC2 antagonist – blocks human EPAC2 exchange factor; Q8WZA2; EPAC2 GEF exchange of Rap1B-BODIPY-GDP, fluorescence; Potency, µM (series often up to 114 µM), for the others: at the highest dose activity, negative = inhibition, most hits filed as inhibitors; 360,000 compounds, 0.18% hits; AID 720708; note: potency is the fitted concentration of half-maximal effect; % is set by controls: 0 for no effect and ±100 for the full control effect; nearly all actives have a fitted effect of over 45% in size; many of its hits are not listed in these tables
pAkt inh – blocks phosphorylation of Akt; Neuro2A IGF-stimulated pAkt S473 HTRF, 20 min; hits give low values; activity change, % for hits at 50 µM; 360,000 compounds, 0.32% hits; AID 651550; in the data active = activity change below about -80%; inconclusive = mostly about -51% to -80%; note: % is set by controls: 0 for no effect and ±100 for the full control effect
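Neuro2A cells in DMEM with 0.5% FBS, overnight at 37 deg C, given compound at single 50 µM final, then IGF (6 nM final) for 20 min at 37 deg C. Lysed; phospho-Akt Ser473 by HTRF after 24 h, 665/615 ratio.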
The depositor's hits bear a star; i = inactive; ? = inconclusive; . = no result given; [ ] = dose if it differs, or a comment. Unless noted, calls come from the whole dose curve; as a rule, active = well fitted curve in the direction sought with a large enough effect; inconclusive = small, poorly fitted or top-dose-only effect, or another doubt; inactive = no such curve, though single readings can be large; an effect the other way counts as inactive or inconclusive.

Preview:
SMILES | A549 tox | Nrf2 block | EPAC2 agonist | TGFb SMAD3 inh | Nrf2 activator | CCT chaperon mod | MmCpn inh | EPAC2 antagonist | pAkt inh
CCOc1ccccc1NC(=O)C1CCCN1S(=O)(=O)c1ccc2c(c1)C(C)(C)C(=O)N2C (stereo not drawn) | 0% | ? | . | 15% | 0.6% | . | . | . | .
CC(=O)N1CCC(=NNc2nc3ccccc3s2)CC1 | 1% | ? | 8% | 10% | 7.9% | -1.1 | 2% | -3% | i
COc1ccc(NC(=S)NCCSc2ccc(C)cc2)c(OC)c1 | -4% | ? | 8% | -11% | 0.4% | -3.0 | . | 2% | i
CCOC(=O)N1CCN=C1SCc1ccc(C(F)(F)F)cc1 | -7% | ? | -8% | 6% | -0.6% | 1.3 | 0% | ? | i
CC(C)(C)NC(=O)NC(=O)CN1CCN(c2ncc(C(F)(F)F)cc2Cl)CC1 | 0% | ? | -5% | -7% | -0.3% | -2.4 | 1% | 0% | i

Results, repeating the preview:
SMILES | A549 tox | Nrf2 block | EPAC2 agonist | TGFb SMAD3 inh | Nrf2 activator | CCT chaperon mod | MmCpn inh | EPAC2 antagonist | pAkt inh
CCOc1ccccc1NC(=O)C1CCCN1S(=O)(=O)c1ccc2c(c1)C(C)(C)C(=O)N2C (stereo not drawn) | 0% | ? | . | 15% | 0.6% | . | . | . | .
CC(=O)N1CCC(=NNc2nc3ccccc3s2)CC1 | 1% | ? | 8% | 10% | 7.9% | -1.1 | 2% | -3% | i
COc1ccc(NC(=S)NCCSc2ccc(C)cc2)c(OC)c1 | -4% | ? | 8% | -11% | 0.4% | -3.0 | . | 2% | i
CCOC(=O)N1CCN=C1SCc1ccc(C(F)(F)F)cc1 | -7% | ? | -8% | 6% | -0.6% | 1.3 | 0% | ? | i
CC(C)(C)NC(=O)NC(=O)CN1CCN(c2ncc(C(F)(F)F)cc2Cl)CC1 | 0% | ? | -5% | -7% | -0.3% | -2.4 | 1% | 0% | i
Cc1ccc(NC(=O)CSc2ncccn2)c([N+](=O)[O-])c1 | 6% | ? | -3% | 2% | 2.8% | 1.8 | -2% | 5% | i
CCOC(=O)c1nc(C)nc(Sc2n[nH]c(-c3cc(Cl)cc(Cl)c3)n2)c1C | 11% | ? | -5% | ? | -0.2% | 1.7 | 0% | ? | i
Cc1ccc(C(=O)OCC(=O)N2CCC(c3ccccc3)=N2)c(C)c1 | 3% | 7% | 3% | 2% | 0.0% | 2.1 | -1% | -5% | i
CC1CCN(c2nc3c(=O)[nH]c(N)nc3n2[C@@H]2O[C@H](CO)[C@@H](O)[C@H]2O)CC1 | 14% | -13% | 1% | -5% | -0.2% | 1.1 | 0% | -3% | i
Cc1ccc(C)c(NC(=O)CCN2CCCCC2)c1 | 1% | 3% | -1% | 0% | -0.5%[9.22 µM] | 0.3 | -1% | 15% | i
COCCN(C(=O)COC(=O)c1cc2ccccc2cc1OC)c1c(N)n(Cc2ccccc2)c(=O)[nH]c1=O | -1% | -8% | 1% | -13% | 4.2% | 0.1 | -2% | -7% | i
CC1=C(n2nnc([N+](=O)[O-])n2)C(c2cccnc2)C(C#N)=C(N)O1 (stereo not drawn) | 2% | 1% | 1% | ? | 6.4% | 1.7 | -16% | 11% | i
Cc1ccc(NC(=O)c2cnn3c(C(F)F)cc(-c4ccccc4)nc23)c(C)c1 | -2% | -9% | . | 0% | -0.6% | . | . | . | .
CC(=O)N(c1nnc(-c2cccc(C)c2)s1)C1CCCC1 | 5% | -10% | 6% | -4% | 3.0% | 1.9 | -3% | ? | i
COc1ccc(CCNC(=O)C2CCN(S(=O)(=O)c3cccc4nonc34)CC2)cc1OC | 9% | . | 8% | ? | 0.2% | -3.9 | -1% | -2% | i
COc1ccc(CN(C)C(=O)Cn2cnc3c(NCc4ccccc4)ncnc32)cc1OC | 2% | ? | 3% | 4% | 3.0% | -0.3 | 0% | 11% | i
CC1(C(=O)NC(=S)N(Cc2ccccc2)c2ccccn2)CC1(Cl)Cl (stereo not drawn) | 1% | 17% | 0% | 0% | 2.2% | -3.5 | 3% | 9% | i
CCc1nc(Nc2ccc3nccnc3c2)c2oc3ccccc3c2n1 | -1% | -6% | -13% | 1% | 7.1% | -12 | -1% | 5% | i
CC1(c2ccc3ccccc3c2)NC(=O)N(CC(=O)NCC(C)(C)N2CCOCC2)C1=O (stereo not drawn) | -6% | -3% | 5% | -3% | -0.7% | 0.1 | -3% | 3% | i
CCOc1ccc(C(=O)C[n+]2ccc(C(=O)NCc3ccccc3)cc2)cc1 | 1% | ? | 5% | 3% | 1.9% | -0.4 | 0% | 5% | i
CC(C)C(NS(=O)(=O)c1ccc2c(c1)oc(=O)n2C)C(=O)NCc1ccccc1 (stereo not drawn) | -1% | 7% | . | -3% | 0.0% | . | . | . | .
COc1ccc(S(=O)(=O)N(C)CC(=O)N2CCCC2)cc1OC | -1% | 6% | 7% | 18% | 0.5% | -0.9 | 2% | 3% | i
O=[N+]([O-])c1ccc2c(c1)C=C1CCCCC1(N1CCCC1)O2 (stereo not drawn) | 0% | -11% | 17% | ? | -1.3% | -0.3 | 0% | -4% | i
Clc1ccc(CONc2ncnc3nonc23)c(Cl)c1 | -2% | 19% | 10% | ? | 5.0% | -1.5 | 0% | ? | i

A few values from the list:
Entry of CCOc1ccc(C(=O)C[n+]2ccc(C(=O)NCc3ccccc3)cc2)cc1 in CCT chaperon mod: -0.4
Entry of CC1(c2ccc3ccccc3c2)NC(=O)N(CC(=O)NCC(C)(C)N2CCOCC2)C1=O (stereo not drawn) in Nrf2 block: -3%
Entry of COc1ccc(CN(C)C(=O)Cn2cnc3c(NCc4ccccc4)ncnc32)cc1OC in EPAC2 agonist: 3%
Entry of COc1ccc(S(=O)(=O)N(C)CC(=O)N2CCCC2)cc1OC in MmCpn inh: 2%

Next structures follow.
SMILES | A549 tox | Nrf2 block | EPAC2 agonist | TGFb SMAD3 inh | Nrf2 activator | CCT chaperon mod | MmCpn inh | EPAC2 antagonist | pAkt inh
Cc1ccc(Cn2ccc(NC(=O)C3C4CCC(C4)C3C(=O)O)n2)cc1 (stereo not drawn) | 0% | -15% | 4% | -8% | 0.3% | -3.8 | -2% | 9% | i
CCN=C1S/C(=C\c2cn(CC)c3ccccc23)C(=O)N1CC | -1% | ? | 11% | ? | 12% | -0.3 | -3% | -4% | i
CSc1nnc2c(n1)c(C)nn2-c1cccc(C)c1 | -10% | ? | 12% | 4% | 10% | 2.0 | -12% | 3% | i
CCNC(=S)N(CCc1cccc(C)c1)Cc1cc2cc(OC)c(OC)cc2[nH]c1=O | -12% | 23µM* | -3% | -13% | 0.4% | 1.7 | -3% | -8% | i
CC(OC(=O)C(C)N1C(=O)C2C3C=CC(C4CC34)C2C1=O)C(=O)c1ccccc1 (stereo not drawn) | 1% | -7% | 3% | -18% | -1.0% | -1.7 | 1% | 7% | i
Cc1ccc(NC2CCCN(C(=O)CSc3ccccn3)C2)cc1C (stereo not drawn) | -2% | -13% | 4% | -2% | -0.1% | -0.8 | -1% | -13% | i
COc1cc(NC(=O)CN(C)S(=O)(=O)c2ccc3c(c2)CCCC(=O)N3)cc(OC)c1OC | 1% | ? | . | -8% | -1.0% | . | . | . | .
CCC(C)NC(=O)CCSCCC(=O)NC(C)CC (stereo not drawn) | 11% | -4% | 8% | -1% | -0.5% | -2.9 | 0% | -3% | i
O=C(Nc1ccccn1)NC(C(F)(F)F)C(F)(F)F | 2% | -23% | 5% | 9% | -0.2% | -2.0 | 2% | -3% | i
CCOC(=O)CCCC(=O)Nc1ncnc2c1C(c1ccccc1)c1c(ccc3ccccc13)O2 (stereo not drawn) | ? | ? | 10% | ? | -2.9% | . | -2% | -27% | .
CC(=O)c1ccc2c(c1)OCCOCCOCCO2 | 2% | -24% | 7% | 14% | -0.9% | 1.0 | -2% | 12% | i
COc1ccc(OC)c(C2NC(=S)NC(C)=C2C(=O)Nc2ccccn2)c1 (stereo not drawn) | 1% | 0% | 3% | 2% | 2.5% | -2.0 | -2% | 1% | i
Cc1ccc(-n2c(=O)c3sccc3n(CC(=O)N3CCCC3)c2=O)cc1 | -3% | . | 5% | -10% | -0.1% | -1.1 | 0% | 5% | i
Cc1cccc(CC(=O)N2CCN(C(=O)c3ccco3)CC2)c1 | 2% | 6% | 3% | 12% | -0.9% | -0.4 | -17% | 21% | i
NS(=O)(=O)c1cccc(NC(=O)C2CC(=O)N(Cc3ccco3)C2)c1 (stereo not drawn) | 1% | 4% | 2% | 0% | -0.5% | -1.0 | -3% | -4% | i
Cc1ccc2oc(Nc3nc(-c4ccccc4)cc(=O)[nH]3)nc2c1 | 5% | ? | 3% | -2% | 2.7% | -1.5 | -1% | 2% | i

Screening results: PubChem, National Center for Advancing Translational Sciences (NCATS)

These rows are one share of the data; rates above refer to the full screens.
